Screening data as filed in PubChem.
ALDH1A1 inh: ALDH1A1 (human) enzyme inhibition; Purified ALDH1A1, NADH fluorescence, propionaldehyde substrate; Potency, µM (highest dose often 75.3 µM), for inactives: at the highest dose activity, negative = inhibition, actives largely listed as inhibitors; 220,000 compounds, 7.3% hits; AID 1030; active = well fitted inhibition curve with a large enough effect, not every such curve was filed as active; inconclusive = small, poorly fitted or top-dose-only effect, or another doubt; inactive = no such curve, though single readings can be large or run the other way;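 note: plate controls were no enzyme wells and a reference inhibitor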
Target sequence (P00352 whole entry, looked up): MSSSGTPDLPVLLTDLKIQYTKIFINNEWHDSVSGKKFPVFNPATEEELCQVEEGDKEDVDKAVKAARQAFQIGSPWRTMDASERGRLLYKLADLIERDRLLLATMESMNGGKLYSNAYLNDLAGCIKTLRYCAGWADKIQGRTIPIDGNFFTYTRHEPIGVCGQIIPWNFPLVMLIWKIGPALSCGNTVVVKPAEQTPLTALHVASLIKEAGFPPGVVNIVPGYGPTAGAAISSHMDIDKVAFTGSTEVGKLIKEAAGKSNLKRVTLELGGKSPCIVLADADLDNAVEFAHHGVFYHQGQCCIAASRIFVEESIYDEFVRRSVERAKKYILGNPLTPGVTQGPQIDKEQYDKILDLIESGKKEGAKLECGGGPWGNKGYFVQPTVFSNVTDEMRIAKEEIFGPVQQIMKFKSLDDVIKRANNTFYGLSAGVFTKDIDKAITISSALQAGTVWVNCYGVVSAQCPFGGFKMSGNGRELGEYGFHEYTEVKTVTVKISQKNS
GAA inh: blocks human lysosomal alpha-glucosidase. P10253. purified human GAA, 4-MU-alpha-glucoside fluorescence. Potency, µM (highest dose often 76.9 µM), for the others: at the highest dose activity change, negative = inhibition, most hits filed as inhibitors. 200,000 compounds, 0.005% hits. AID 1466;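 note: plate controls were uninhibited enzyme wells for no effect and no-enzyme background for full effect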
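Compounds are titrated up to 77 uM against 4 nM human enzyme. Substrate 4-methylumbelliferyl-alpha-D-pyranoside (400 uM) reacts 20 min at room temperature in pH 5.0 buffer; liberated 4-methylumbelliferone is read at 440 nm.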
GAA glycogen: GAA glycogen-cleavage inhibition or activation. recombinant GAA, glycogen substrate, Amplex Red glucose oxidase fluorescence. 300,000 compounds, 0.38% hits. AID 2100. P10253. Potency, µM (doses to about 76.4 µM), inactives show at the highest dose activity change, negative = inhibition, usual class: inhibitors;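 note: 0% = full enzyme reaction and -100% = no-enzyme basal signal; the screen sought inhibitors and activators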
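qHTS, 1536-well; enzyme 4 nM final; cpd up to 77 uM; substrate bovine liver glycogen 30 ug; 50 mM citrate/phosphate pH 5.0, 0.01% Tween-20; 37 C, 40 min; Amplex Red detection 45 min RT; Hill fit → AC50.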
aGal spleen mod: alpha-galactosidase A (human) modulation; P06280; human spleen homogenate, 4MU-alpha-Gal fluorescence, 40 min; Potency, µM (doses to about 80 µM), for inactives: at the top dose activity change, negative = inhibition, usual class: inhibitors; 240,000 compounds, 0.008% hits;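 note: 0% = enzyme with vehicle and -100% = no enzyme basal signal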
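Spleen homogenate 1 ug + cpd (titration) + 4-MU-alpha-D-galactopyranoside 1 mM; 37C 40 min; 50 mM citrate/phosphate pH 5.0, 0.01% Tween-20; stop pH 10; fluorescence 365/440; AC50 via Hill.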
Epigenetic reg: derepresses silenced GFP reporter in murine cells; Potency, µM (titrated, usually from 53.9 µM), for the others: top-dose GFP activation, hits mostly activators; murine LDR cells, GFP reporter derepression, 30 h; 280,000 compounds, 0.2% hits; note: % of control where 0% means no effect; nearly all actives have a fitted effect of over 60% in size
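Murine LDR cells carrying a silenced, genomically integrated CMV-driven GFP reporter were exposed to compound for 30 hours at 37 C. After PBS washes, GFP-positive cells (20–120 um objects) were counted by laser-scanning microplate cytometry.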
aGlu spleen mod: lysosomal alpha-glucosidase (human) modulation. human spleen homogenate, 4-MU-alpha-glucoside fluorescence. Potency, µM (titrated, usually from 79.9 µM), for the others: top-dose activity change, negative = inhibition, most hits filed as inhibitors. 240,000 compounds, 0.006% hits. AID 2112;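 note: 0% = enzyme with vehicle and -100% = no enzyme basal signal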
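Human spleen homogenate (1 ug) with 4-methylumbelliferyl-alpha-D-glucopyranoside (1 mM final) in 50 mM citrate/phosphate pH 5.0, 0.01% Tween-20; 40 min at 37 C. Stopped at pH 10; 4-MU fluorescence Ex 365/Em 440 nm; AC50 by Hill fit.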
Tau fluor counter: counter-screen for tau fibril formation inhibitors; Potency, µM (doses to about 57.7 µM), without a hit: top-dose activity change, negative = decrease; 280,000 compounds, 0.93% hits; AID 1463; tau K18 P301L (four-repeat tau fragment) Alexa594 fluorescence, heparin fibrillization; note: % is set by controls: 0 for no effect and ±100 for the full control effect; nearly all actives have a fitted effect of over 55% in size
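Human K18 P301L tau (15 uM unlabeled plus 0.24 uM Alexa 594-labeled, final) in 100 mM sodium acetate pH 7 was mixed with compound and 20 uM heparin and incubated 6 hr at 37 C.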
NPSR antagonist: neuropeptide S receptor (human) antagonism, cAMP; CHO-NPSR cells, cAMP TR-FRET, antagonist mode; Potency, µM (series often up to 38.3 µM), without a hit: at the highest dose activity change, negative = inhibition, actives largely listed as inhibitors; 220,000 compounds, 1% hits; AID 1461; note: % is set by controls: 0 for no effect and ±100 for the full control effect; nearly all actives have a fitted effect of over 50% in size; many of its hits are not listed in these tables
Target sequence (Q6W5P4 whole entry, looked up): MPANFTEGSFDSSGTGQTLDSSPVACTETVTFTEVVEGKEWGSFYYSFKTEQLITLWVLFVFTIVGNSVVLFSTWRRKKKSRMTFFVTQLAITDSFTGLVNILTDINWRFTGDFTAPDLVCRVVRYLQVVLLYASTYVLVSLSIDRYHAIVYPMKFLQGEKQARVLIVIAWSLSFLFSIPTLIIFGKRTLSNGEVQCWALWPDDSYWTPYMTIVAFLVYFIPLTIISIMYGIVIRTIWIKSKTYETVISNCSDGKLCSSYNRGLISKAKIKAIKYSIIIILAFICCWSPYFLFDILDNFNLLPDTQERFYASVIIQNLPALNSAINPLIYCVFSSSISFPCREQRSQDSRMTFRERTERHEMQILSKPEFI
The depositor's hits bear a star; ? = inconclusive; . = no result given; & = joins results of further samples; [ ] = dose if it differs, or a comment. Unless noted, calls come from the whole dose curve; as a rule, active = well fitted curve in the direction sought with a large enough effect; inconclusive = small, poorly fitted or top-dose-only effect, or another doubt; inactive = no such curve, though single readings can be large; an effect the other way counts as inactive or inconclusive. Potency is the fitted concentration of half-maximal effect. This is a subset; the hit share may differ from the screen's.

SMILES	ALDH1A1 inh	GAA inh	GAA glycogen	aGal spleen mod	Epigenetic reg	aGlu spleen mod	Tau fluor counter	NPSR antagonist
Cc1ccc(N2CN=C(c3ccccc3)NC2=S)cc1	-2%	0%	-13%	6%	-0.7%	-2%	-6%	?
CCCN1C2CCCC1CC(NC(=O)Nc1ccc(C(C)C)cc1)C2 (stereo unspecified)	?	-7%	6%	3%	-1.2%	-1%	-7%	?
Cc1ccc(Nc2nnc(SCC(=O)c3cc4ccccc4o3)s2)cc1C	?	-8%	?	9%	-0.9%	-11%	?	-5%
N#Cc1cnn(-c2ccccc2)c1N	1%	-11%	1%	13%	-3.9%	-9%	-5%	3%[46.1 µM]
CC(C)CC(NC(N)=O)C(=O)OCC(=O)NC(=O)NC1CCCC1 (stereo unspecified)	-11%	1%	0%	-6%	-6.1%	2%	-3%	?
CCc1ccc(NC(=O)C(C)OC(=O)c2cccc(S(=O)(=O)N3CCc4ccccc4C3)c2)cc1 (stereo unspecified)	-4%	-3%	0%	11%	0.0%	14%	1%	-18%[46.1 µM]
COc1cc([N+](=O)[O-])ccc1NC(=S)N1CCN(c2ccccn2)CC1	?	-4%	-5%	-5%	1.3%	-21%	-22%	-23%
COc1ccc(C(C)(C)C)cc1NC(=O)COC(=O)c1ncc(Cl)c(Cl)c1Cl	2%	4%	-6%	6%	-1.0%	3%	-14%	6%
CN(C(=O)CSc1nnc(-c2ccccc2)c(-c2ccccc2)n1)C1CCS(=O)(=O)C1 (stereo unspecified)	?	-6%	-3%	5%	0.0%	-4%	-5%	6%
CC(C)(C)NC(=O)CSc1nnc(-c2ccncc2)n1Cc1ccccc1	?	-5%	-5%	-2%	7.1%	-5%	-8%	-1%[46.1 µM]
Cc1ccc(C(=O)NS(=O)(=O)c2ccc(C)cc2)cc1	-4%	0%[15.4 µM]	5%	4%	-0.8%	4%	-5%	-16%
Cn1cccc1Cc1nnc(SCC(=O)N2CCCC2)n1CCc1ccccc1	?	-1%	29%	6%	-2.3%	0%	-7%	?
[O-]/C(=C(\C(=S)Nc1cccc2ccccc12)[n+]1ccccc1)c1ccc(Cl)s1	?	-3%	-9%	0%	8.6%	-1%	8%	-10%
Nc1cccnc1Oc1ccc(F)cc1F	0%	-14%	8%	-4%	-0.3%	4%	-3%	-5%
COc1cc(OC)cc(C(=O)N[C@H](C(=O)Nc2nc(-c3cc(OC)ccc3OC)cs2)C(C)C)c1	-5%	-6%	-4%	-5%	-1.5%	-4%	-27%	-26%
COC(=O)CSc1nc2ccccc2o1	5%	3%	9%	2%	-1.0%	-16%	-6%	-1%[46.1 µM]
C=CCNC(=O)C(=O)N/N=C/c1ccco1	17%	-3%	12%	0%	2.1%	-3%	7%	-6%[46.1 µM]
Cc1noc(C)c1NC(=O)N1CCN(Cc2ccccc2)CC1	7%	-2%[15.4 µM]	12%	3%	1.6%	-6%	-9%	-6%
Cc1ccc2c(c1)c1c(n2CC(O)Cn2c(C)nc3ccccc32)CCCC1 (stereo unspecified)	1%	-4%	14%	8%	0.7%	2%	-17%	-21%[46.1 µM]
Cc1nc(SCC(=O)NC2CCCC2)[nH]c(=O)c1Cc1ccccc1	?	0%	9%	-5%	-2.3%	-2%	-6%	-9%[46.1 µM]
CC(C)Cc1cc(C(=O)N2CCN(c3ccc(F)cc3)CC2)no1	-11%	-3%	-5%	-4%	-0.2%	-9%	-22%	-12%[46.1 µM]
O=C(COc1cccc(Cl)c1)Nc1nc(-c2ccc(S(=O)(=O)N3CCOCC3)cc2)cs1	1%	0%	-7%	0%	0.0%	-2%	2%	?
C/C(Cn1nc([N+](=O)[O-])cc1C)=N\NC(=O)c1ccc(O)cc1O	-7%	0%	?	9%	-1.2%	1%	-9%	-9%[46.1 µM]
Cc1ccc(OCC(=O)N2CCc3ccccc32)c([N+](=O)[O-])n1	?	7%	2%	-1%	-0.3%	1%	-4%	-1%
COc1cc(/C=C/C(=O)Nc2nnc(CC(C)C)s2)cc(OC)c1OC	?	-4%	6%	-6%	-0.9%	-18%	-2%	0%

Grouped by structure: those above with a furan ring, fused or not.
SMILES	ALDH1A1 inh	GAA inh	GAA glycogen	aGal spleen mod	Epigenetic reg	aGlu spleen mod	Tau fluor counter	NPSR antagonist
Cc1ccc(Nc2nnc(SCC(=O)c3cc4ccccc4o3)s2)cc1C	?	-8%	?	9%	-0.9%	-11%	?	-5%
C=CCNC(=O)C(=O)N/N=C/c1ccco1	17%	-3%	12%	0%	2.1%	-3%	7%	-6%[46.1 µM]

(more compounds)
SMILES	ALDH1A1 inh	GAA inh	GAA glycogen	aGal spleen mod	Epigenetic reg	aGlu spleen mod	Tau fluor counter	NPSR antagonist
COc1ccc(/C(C)=N/N=C(\C)c2ccc(OC)cc2OC)c(OC)c1	13%	-7%	-17%	1%	1.1%	-6%	-14%	4%
Cc1ccccc1Nc1c(-c2cccnc2)nc2ccccn12	.	.	?	-13%	3.7%	0%	5%[0.0958 µM]	-24%
O=C(Nc1ccon1)c1csc2ccccc12	?	-6%	2%	2%	-1.1%	-6%	-4%	10%[46.1 µM]
CC1c2ccccc2SC(CCCN(C)C)c2ccccc21 (stereo unspecified)	-1%	3%	-2%	-5%	-4.8%	-2%	14%	24%
Cc1ccc(N=C/C(C(=O)C(F)(F)F)=C(\O)c2cccs2)cc1	-15%	9%	-6%	0%	4.2%	-5%	-21%	-12%[46.1 µM]
CCCOC(=O)c1ccc(NC(=O)c2c(Cl)ccc(Cl)c2OC)cc1	?	-1%	-11%	-5%	-3.2%	-1%	-23%	-38%
O=C(Nc1cccc(C(F)(F)F)c1)c1cccnc1	3%	-8%	-7%	-4%	0.0%	-7%	-5%	-14%[46.1 µM]
COCCNC(=O)CSCc1nc(-c2ccc(SC)cc2)oc1C	?	1%	-7%	8%	-0.8%	-3%	3%	5%[46.1 µM]
O=S(=O)(Nc1nc2ccccc2s1)c1ccc(Cl)s1	-6%	-2%	-11%	-4%	0.5%	-5%	-13%	-11%[46.1 µM]
CS(=O)(=O)c1sc(C(=O)NC(=S)Nc2ccc(OC(F)(F)F)cc2)c2c1C=CCC2	.	.	-17%	-2%	-0.4%	-4%	-17%	0%
CC(=O)c1csc(COc2ccc(Cl)cc2)n1	0%	-3%	0%	12%	2.4%	-11%	-14%	-1%
CCOC(=O)C1(CCCc2ccccc2)CCN(C(=O)c2ccoc2)CC1	4µM*	0%	-7%	5%	-3.2%	-19%	1%	30%
Cc1cc(C)c(C(=O)/C=C/c2ccco2)c(=O)[nH]1	11µM*	5%	8%	-2%	-2.8%	3%	-23%	-7%
Cc1ccnc(NS(=O)(=O)c2ccc(N)cc2)n1	-1%	7%	2%	1%	-0.5%	9%	-28%&2%	-2%[46.1 µM]
CC(C)CN(CC(C)C)C(=O)C12CCC(C)(C(=O)C1)C2(C)C (stereo unspecified)	4%	-8%	3%	-1%	-6.3%	-3%	-6%	-14%[46.1 µM]
OCCn1c(Cl)nc2ccccc21	11%	2%	-7%	6%	0.0%	0%	6%	1%[46.1 µM]
CC1=NN(C(=O)COc2ccccc2)C(O)(c2cccnc2)C1 (stereo unspecified)	5%	12%	?	4%	-0.1%	-10%	13%	-12%
COc1cc(C(=O)Nc2ccc3c(c2)OCCO3)ccc1OC(F)F	1%	-4%	5%	-16%	2.8%	-2%	-10%	-10%[46.1 µM]
O=C(CN1CCCCC1)NC(=O)NCc1ccccc1	5%	4%	3%	-4%	-0.9%	-1%	1%	18%
CCOc1ccc(OCC)c(C2C(C#N)=C(N)N(c3cccnc3)C3=C2C(=O)CC(C)(C)C3)c1 (stereo unspecified)	3.5µM*	-10%	-4%	19%	-0.9%	8%	-4%	-8%[46.1 µM]
COCCNC(=O)CCSCc1ccccc1F	-1%	-2%	2%	-1%	0.0%	4%	9%	-9%[46.1 µM]
CCOc1ccc(C(=O)NCC(=O)OC2CCOC2=O)cc1OCC (stereo unspecified)	?	-3%	-6%	5%	0.7%	0%	0%	-5%[46.1 µM]
CCOc1cc(/C=N\Nc2ccc([N+](=O)[O-])cc2)ccc1OCC(=O)Nc1ccc(C)c(C)c1	12%	4%	9%	11%	?	2%	?	-7%[46.1 µM]
COc1ccc(CCNS(=O)(=O)c2ccc(C(=O)NCc3ccco3)cc2)cc1OC	?	0%	-6%	1%	0.0%	1%	3%	-10%[46.1 µM]
CCCNc1nc2ccccc2c(=O)[nH]1	?	-2%	2%	9%	1.1%	-15%	-1%	10%

An excerpt taken from the entries so far:
SMILES	ALDH1A1 inh	GAA inh	GAA glycogen	aGal spleen mod	Epigenetic reg	aGlu spleen mod	Tau fluor counter	NPSR antagonist
CC(C)CN(CC(C)C)C(=O)C12CCC(C)(C(=O)C1)C2(C)C (stereo unspecified)	4%	-8%	3%	-1%	-6.3%	-3%	-6%	-14%[46.1 µM]
OCCn1c(Cl)nc2ccccc21	11%	2%	-7%	6%	0.0%	0%	6%	1%[46.1 µM]

Additional records
SMILES	ALDH1A1 inh	GAA inh	GAA glycogen	aGal spleen mod	Epigenetic reg	aGlu spleen mod	Tau fluor counter	NPSR antagonist
Fc1ccc(C2=Nn3c(nnc3-c3ccco3)SC2)cc1	.	.	1%	8%	1.0%	2%	-11%	-17%
Cc1cccc(C(=O)NC(=S)N2CCN(C(=S)NC(=O)c3cccc(C)c3)CC2)c1	-3%	0%	1%	-10%	1.0%	-5%	-2%	-34%
Cc1cccc(N2CCN(C(=O)COc3cccc4c3OC(C)(C)C4)CC2)c1C	-6%	12%	-7%	10%	-1.0%	3%	4%	-48%
CCOC(=O)/C(=C/c1c2ccccc2cc2ccccc12)NC(=O)c1ccccc1	-6%	2%	-10%	-9%	-0.9%	-1%	-19%	?
CC(OC(=O)c1cc2sccc2n1C)C(=O)NCc1cccs1 (stereo unspecified)	8%	-2%	-7%	?	2.0%	-13%	1%	?
Cc1cc(-c2ccc(Cl)cc2)n2nc(N)nc2n1	?	0%	6%	3%	-1.0%	9%	-2%	6%[46.1 µM]
CN(CCCOc1ccccc1Br)Cc1ccccc1	-3%	0%	15%	-3%	-0.8%[10.1 µM]	6%	-3%	-10%
Nc1[nH]nc2nc(N3CCOCC3)nc(-c3ccccc3)c12	?	-1%	-10%	3%	2.1%	-8%	-4%	-18%[46.1 µM]
C/C(=N\NC(=O)CNc1cccc2ccccc12)c1ccc(Br)s1	-6%	-2%	12%	-2%	1.0%	-6%	-23%	4%
Cc1ccc(-n2c(-c3c(-c4ccccc4)noc3C)n[nH]c2=S)cc1	1%	1%	-1%	2%	-1.0%	1%	-8%	-7%[46.1 µM]
